# Compound activity deposited in PubChem by National Center for Advancing Translational Sciences (NCATS).
# TbPYK inhibitor – T. brucei pyruvate kinase inhibition | Q57TT1 | TbPYK enzyme, Kinase-Glo Plus ATP luminescence, 45 min | Potency, µM (series often up to 76.8 µM), for the others: at the highest dose activity, negative = inhibition, most hits filed as inhibitors | actives 0.12% (n = 410,000) | AID 624173; active means well fitted inhibition curve with a large enough effect; further: nearly all actives have a fitted effect of over 50% in size
#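 Screened from lowest to highest concentration, compounds were pinned into TbPYK/substrate mixtures, and ADP (130 uM final) was added. Plates sat at room temperature for 45 min prior to Kinase-Glo Plus detection by luminescence.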
# Numbers without * were called inactive. On the % scale 0 is the no-effect control and ±100 the full control effect; potency means the concentration at half of the fitted maximal effect. Only part of the results is shown (hit frequency here may not be typical).
smiles | TbPYK inhibitor
CC(=O)NC(CCC(=O)O)C(=O)O (stereo not drawn) | 3%
CN(Cc1ccccc1F)c1cc2c(c3c1ccn3C)C1CCC2O1 (stereo not drawn) | -7%
Cc1ccc(CNCc2cccn2-c2nnc(N3CCCC3)s2)cc1 | -3%
COc1ccc(CN2CCC(C(=O)NC(C)c3cccc4ccccc34)CC2)cc1 (stereo not drawn) | 7%
Cc1ccc(Cn2cccc(C(=O)Nc3nc4ccc(C)cc4s3)c2=O)cc1 | -2%
CCOC(=O)CSc1nc(-c2ccc(OC)cc2)cc(C(F)(F)F)c1C#N | -1%
COc1ccc(C2C3C=CC(C3)C2C(=O)O)cc1 (stereo not drawn) | -4%
CC(C)c1ccc(NS(=O)(=O)c2ccc3[nH]c(=O)ccc3c2)cc1 | 2%
COC(C[C@@H]1O[C@H]1C(=O)[C@@H](C)OCc1ccccc1)OC | 4%
O=C(Nc1cccc(-c2nc3ccccc3[nH]2)c1)c1ccccc1F | 1%
CCSc1cnn(-c2ccccc2)c(=O)c1Cl | -3%
COc1ccc(NC(=O)N2CCc3c(sc4c3CCCC4)C2c2ccccc2OC)cc1 (stereo not drawn) | 2%
CCCC(=O)c1ccc(OC(=O)c2c(-c3ccccc3Cl)noc2C)cc1 | 4%
O=C(Cn1cnc2onc(-c3ccc(Cl)cc3)c2c1=O)Nc1ccc(F)cc1 | -8%
COCCCn1cc(CN2CC(N3CCN(CCN(C)C)CC3)CS2(=O)=O)nn1 (stereo not drawn) | 4%
Cc1ccc(NC(=O)C2(C)CCN2Cc2ccc(OC(C)C)cc2)cc1 (stereo not drawn) | 3%
CC1(C(=O)Nc2ccc3ccccc3c2)CCC(=O)N1CCc1c[nH]c2ccccc12 (stereo not drawn) | 0%
CCc1ccc2c(c1)c(=O)c(S(=O)(=O)c1ccc(Cl)cc1)cn2CC | 6%
Cc1cc(C)c2c(=O)cc(C(=O)Nc3sc4c(c3C(=O)NCc3ccco3)CCCC4)oc2c1 | -5%
CCCSc1ncc(Cl)c(C(=O)Nc2sc3c(c2C(=O)NCC)CCCC3)n1 | -7%
Oc1ccc(Cl)cc1C1=Nc2ccccc2N=C(c2ccccc2)C1 | 0%
CCc1nnc2c3ccccc3nc(Nc3ccc(F)cc3C)n12 | 4%
CCc1ccc(-n2nc(C)c3c(C(=O)Nc4cccc(C(F)(F)F)c4)cc(C)nc32)cc1 | 0%
Cc1ccccc1-c1cccc([C@@H]2C[C@H]3[C@H](CON3C)CN2C(=O)C(C)(C)C)c1 | 3%
COc1cc(OC)c(N(C)C(=O)CSc2c3c(nc4ccc(Cl)cc24)CCCC3)cc1Cl | 3%
CN(Cc1ccccc1)C(=O)c1csc(COCCO)n1 | -3%
CC(=O)Nc1ccc2nc3c(=O)n(C)c(=O)n(C)c3nc2c1C | -2%
CC(=O)c1ccc(NS(=O)(=O)c2cc(-c3cc(C)no3)ccc2C)cc1 | 1%
O=C(NCc1ccco1)c1ccc(-c2ccc(F)c(F)c2)c2ccoc12 | -13%
CCOc1ccccc1Oc1ncnc2c1oc1ccccc12 | 7%
CCc1ccc(-n2nc(CO)c(C(=O)NCCOC)n2)cc1 | 5%
O=C(c1cc(C(F)(F)F)cc(C(F)(F)F)c1)N1CCC2(CC1)CCN(c1ccncc1)CC2 | -7%
CCCCn1c(=O)n(CC2CCC(C(=O)NCCCOC)CC2)c(=O)c2sccc21 (stereo not drawn) | 3%
COc1ccc(S(=O)(=O)Nc2cccc(S(=O)(=O)N(C)C)c2)cc1[N+](=O)[O-] | -10%
COCc1cccc(-c2csc(C(C)(O)c3cccc(F)c3)n2)c1 (stereo not drawn) | -2%
CCSc1nc(-c2ccc(Cl)cc2)nc2c1Cc1c(CO)cnc(C)c1O2 | -1%
COc1cccc(NC2=CC(c3ccc(C(C)C)cc3)N(c3cccc(OC)c3)C2=O)c1 (stereo not drawn) | 1%
O=C(COc1ccccc1F)Nc1ccc2nc(SCC(=O)N3CCc4ccccc43)sc2c1 | -1%
O=C(NCCc1ccccc1)c1ccc2c(c1)S(=O)(=O)c1ccccc1C2=O | 1%
O=C(/C=C/c1ccccc1)COC(=O)c1ccccc1 | 3%

# The list goes on (6 carried over from the part before).
smiles | TbPYK inhibitor
COCc1cccc(-c2csc(C(C)(O)c3cccc(F)c3)n2)c1 (stereo not drawn) | -2%
CCSc1nc(-c2ccc(Cl)cc2)nc2c1Cc1c(CO)cnc(C)c1O2 | -1%
COc1cccc(NC2=CC(c3ccc(C(C)C)cc3)N(c3cccc(OC)c3)C2=O)c1 (stereo not drawn) | 1%
O=C(COc1ccccc1F)Nc1ccc2nc(SCC(=O)N3CCc4ccccc43)sc2c1 | -1%
O=C(NCCc1ccccc1)c1ccc2c(c1)S(=O)(=O)c1ccccc1C2=O | 1%
O=C(/C=C/c1ccccc1)COC(=O)c1ccccc1 | 3%
COc1cccc(CN(C)C(=O)c2ccc(Cl)c(S(=O)(=O)N3CCCCCC3)c2)c1OC | 1%
Nc1c(N(CCC2=CCCCC2)C(=O)COc2ccc(F)cc2Cl)c(=O)[nH]c(=O)n1Cc1ccccc1 | -1%
CC(C)c1cc(NCCN2CCOCC2)n2c(nc3ccccc32)c1C#N | 4%
CCOc1ccc(-c2nnc(SCC(=O)NC3CCCCC3)nc2-c2ccc(OCC)cc2)cc1 | -3%
Cc1ccc(NC(=O)CN2C(=O)C3(SCC(=O)N3c3ccc(F)c(F)c3)c3ccccc32)c(C)c1 (stereo not drawn) | -7%
NC(=Nc1ccccc1)N(c1ccccc1)c1ccccc1 | -4%
COc1ccc(C)cc1NC(=O)CN1c2ccccc2S(=O)(=O)c2ccccc21 | 2%
COc1cccc(N2CC(NC(=O)/C=C\c3ccc(OC)c(OC)c3)CC2=O)c1 (stereo not drawn) | 2%
COc1cc(-c2cc3nc(NC4CCCCC4)ccn3n2)cc(OC)c1OC | 6%
Cc1ccc(CNC(=O)CCCN2C(=O)COc3ccc(C)cc32)cc1 | 0%
CCCCNc1sc(S(=O)(=O)CCC)nc1S(=O)(=O)c1ccc(C)cc1 | -2%
Cc1cc(Br)cn2c(CC(C)(C)C)c(-c3cccc(Cl)c3)nc12 | 6%
Cc1ccc(N2C(=O)N(CC(=O)N3CCc4ccccc43)C(=O)C2C)cc1 (stereo not drawn) | 3%
COc1ccc2c(Sc3ccc(Cl)cc3)c(C(=O)N3CCCCC3)[nH]c2c1 | -1%
Cc1ccc2c(c1)c(=O)c(C(=O)c1ccncc1)cn2CC(=O)Nc1c(C)cccc1C | 3%
CCCn1c(CCC(=O)Nc2ccc(C)c(Cl)c2)nc2cccnc21 | -6%
O=C(Cn1c2ncccc2c(=O)n1-c1ccccc1)Nc1cccc(C(F)(F)F)c1 | -2%
O=c1c(-c2ccc(Cl)cc2)c(C(F)(F)F)oc2c(CN3CCCCC3)c(O)ccc12 | 0%
O=C(CCNS(=O)(=O)c1ccc2c(c1)CCN2C(=O)C1CC1)Nc1ccc(OC(F)(F)F)cc1 | 3%
COc1ccc(-c2nnc(SCC(=O)NCCc3ccc(OC)c(OC)c3)nc2-c2ccc(OC)cc2)cc1 | 0%
CN1CCN(C(=O)c2cc3c(c(-c4cccc(-c5cccnc5)c4)n2)[C@H](CCO)N(C(=O)CC2CC2)C3)CC1 | 2%
CN1C[C@@H](CO)O[C@@H](n2cnc3c(N4CCN(CCO)CC4)ncnc32)C1 | -1%
Cc1cc2nc(C(C)(C)C)c(Cc3cccc(Cl)c3)n2c(C)c1Br | -9%
CC(C)(CCc1ccccn1)C(=O)C(CCc1ccccn1)CCc1ccccn1 | 3%
Cc1cccc(C)c1OCC(=O)Nc1cccc(S(=O)(=O)N2CCCCCC2)c1 | 1%
CCCCn1c(O)c2n(c1=O)Cc1ccccc1N=C2c1ccc(OC)cc1 | -2%
O=C(CCl)Nc1sccc1C(=O)c1ccccc1 | -4%
C[C@H]1CN([C@@H](C)CO)C(=O)CCCn2cc(nn2)CO[C@@H]1CN(C)C(=O)Cc1ccccc1 | -11%
O=[N+]([O-])c1cc(-c2cccnc2)n[nH]1 | 4%
COCCN1C[C@@H](CO)O[C@@H](n2cnc3c(NCC(C)C)ncnc32)C1 | 0%
CCOc1ccc(-n2c(-c3ccc(OC)cc3)cc3c2CC(C)(C)CC3=O)cc1 | 1%
CCOc1ccc(-c2cc(-c3nc(-c4cc(OC)c(OC)c(OC)c4)no3)[nH]n2)cc1 | 2%
Cc1ccc(CSc2ncc(Cl)c(C(=O)Oc3ccccc3F)n2)cc1 | -6%
CC(=O)N1CCCc2cc(S(=O)(=O)N(CCN(C)C)Cc3ccccc3)ccc21 | -1%
CCc1nn(CC(=O)N2CCN(c3cccc(C)c3C)CC2)c(=O)c2cc3sccc3n12 | -5%
CCOc1ccccc1NC(=O)CN1C(=O)C2(SCC(=O)N2c2ccc(C)cc2)c2ccccc21 (stereo not drawn) | -7%
CC(=O)NS(=O)(=O)c1ccc(NC(=O)c2cccc3ccccc23)cc1 | 1%
COc1ccc(-c2cc(C(F)(F)F)nc(SCCC(=O)Nc3ccc(NC(C)=O)cc3)n2)cc1 | -8%
O=S(=O)(Nc1cccc(-c2ccc(N3CCCCC3)nn2)c1)c1ccc(F)cc1F | 2%
Cc1ccc(NC(=O)Cn2c(-c3cncs3)nc3ccccc32)cc1Br | 4%

# Part of the list above in a different format:
> CCOc1ccccc1NC(=O)CN1C(=O)C2(SCC(=O)N2c2ccc(C)cc2)c2ccccc21 (stereo not drawn)
  TbPYK inhibitor: -7%

> CC(=O)NS(=O)(=O)c1ccc(NC(=O)c2cccc3ccccc23)cc1
  TbPYK inhibitor: 1%

> CC(=O)N1CCCc2cc(S(=O)(=O)N(CCN(C)C)Cc3ccccc3)ccc21
  TbPYK inhibitor: -1%

# The list continues.
smiles | TbPYK inhibitor
O=C1C(=C2CCc3ccccc32)Cc2ccccc21 | -3%
COc1ccc2c(c1)CCc1c(C(=O)Nc3c(C)nn(Cc4c(Cl)cccc4Cl)c3C)noc1-2 | -8%
N=c1n(CCN2CCCCC2)c2ccccc2n1CC(O)COc1ccc(Cl)cc1Cl (stereo not drawn) | -2%
CCOc1ccc(NC(=O)N2CCN(c3nnc(C)c4c(C)n(-c5ccccc5)nc34)CC2)cc1 | 1%
CCCCOc1cccc(C(=O)Nc2cc(NC(=O)c3ccco3)ccc2OC)c1 | -6%
COC(=O)c1ccc(C(=O)OC)c(NC(=O)c2cnn3c(C(F)F)cc(-c4ccccc4)nc23)c1 | 0%
Cc1cc(CC(=O)O)c2oc(-c3ccoc3)cc(=O)c2c1 | -5%
O=C(CSc1nnc(-c2cccs2)o1)Nc1cccc(C(F)(F)F)c1 | -3%
COC1CC(N)C2OC(c3ccccc3)OCC2O1 (stereo not drawn) | -7%
Cn1c(SCC(=O)NCCC2=CCCCC2)nnc1C(F)(F)F | -3%
N#Cc1ccc2sn(-c3ccccc3)c(=O)c2c1 | 4µM*
CCCCn1c(N)c(N(CC)C(=O)CN2C(=O)NC(C)(c3ccccc3)C2=O)c(=O)[nH]c1=O (stereo not drawn) | -5%
Cc1cc(C(=O)N2CCN(c3ccc(F)cc3)CC2)c2c(C)nn(-c3cccc(Cl)c3C)c2n1 | 0%
CCOc1ccc(C(=O)NCCc2csc(-c3cccc(C)c3)n2)cc1 | 0%
COc1ccc(CNC(=O)c2sc(=O)n(Cc3ccc(S(=O)(=O)N(C)C)cc3)c2C)cc1 | -3%
C#CCOc1ccc(C2CC(=O)Nc3c2c(C)nn3-c2nc(C)cc(C)n2)cc1 (stereo not drawn) | 2%
COc1cccc(CN2CCC2(C)C(=O)Nc2ccc(C)cc2)c1F (stereo not drawn) | -4%
O=C(C[n+]1cccc(C(=O)Nc2ccccc2)c1)c1ccc(Cl)cc1 | 3%
Cc1ccc(OCCNC(=O)[C@H]2O[C@@H](n3ccc(N)nc3=O)[C@H](O)[C@@H]2O)cc1C | 1%
Cc1ccc(CNCc2c(C(=O)O)c(C)n(Cc3ccc(C)cc3)c2C)cc1 | 10%
COc1ccc(S(=O)(=O)N2CCC3CC2c2cc(N4CCOCC4)ccc23)cc1 (stereo not drawn) | -7%
CCCOc1ccc(C2c3c(-c4ccccc4O)n[nH]c3C(=O)N2CCCOCC)cc1OCC (stereo not drawn) | 0%
CCc1ccc(-n2c(=O)c3c4c(sc3n(CC(=O)c3ccc(Br)cc3)c2=O)CCC4)cc1 | 4%
Cc1cc(OCC(=O)OCC(=O)N(Cc2ccccc2)C(C)(C)C)ccc1Cl | -6%
CCCCNC(=O)C1c2ccccc2OCC(=O)N1CCOC (stereo not drawn) | 4%
COc1ccc(NC(=O)c2cc(S(=O)(=O)NCCC3=CCCCC3)ccc2F)cc1 | 0%
COc1cccc(C(=O)Nc2cc(-c3ccccc3)no2)c1 | 0%
Cc1ccc(C)c(NC(=O)Cn2cc(S(=O)(=O)N3CCCC3)c(S(=O)(=O)N3CCCC3)c2)c1 | 1%
CCOC(=O)C1(C)CCCN(C(=O)c2ccc(OC)c(OC)c2)C1 (stereo not drawn) | 0%
CCOc1ccc(CNC(=O)CSc2cc(=O)n(CC)c3ccccc23)cc1 | -6%
O=C1NC[C@H](Cc2ccccc2)N(C[C@@H]2CCCN2C[C@H](Cc2ccc(O)cc2)N2C[C@H](Cc3ccccc3)N(CCc3ccccc3)C(=O)C2=O)C1=O | -11%
COc1ccccc1CNS(=O)(=O)c1ccc(F)c(C(=O)Nc2cc(Cl)ccc2OC)c1 | 4%
Cc1ccc2c(c1)cc(C(=O)Nc1ccc(F)cc1F)n2C | 1%
